PTHR1 agonist – PTHR1 (human) receptor agonism. Q03431. HEK293 GP2 PTHR1 cells, GloSensor cAMP luminescence, 1 h. Potency, µM (top dose mostly 115 µM), for inactives: at the highest dose activation, actives largely listed as activators. 0.075% of 410,000 active; further: potency means the concentration at half of the fitted maximal effect; nearly all actives have a fitted effect of over 55% in size; some results filed as inactive show a strong effect at the top dose; inactives centre near -15; many of its hits are not listed in these tables
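HEK-293-derived GP2 cells expressing PTHR1 and a GloSensor cAMP reporter, 3,000/well, plated overnight, given luciferin plus IBMX (each 0.5 mM as added) for 1 h at 37 °C, then compound for 1 h at 37 °C. Luminescence was read after 15 min at room temperature.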
GLP1R cytotox – cytotoxicity in counter-screen for GLP-1R inverse agonists | HEK293 cAMP-luciferase reporter cells, luminescence, 24 h | AID 624418 | Potency, µM (titrated, usually from 38.3 µM), inactives show at the top dose activity change, negative = inhibition, hits mostly inhibitors | 0.13% of 410,000 active;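 further: loss of luciferase light is scored as toxicity; potency means the concentration at half of the fitted maximal effect; on the % scale 0 is the no-effect control and ±100 the full control effect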
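Quantitative HTS format, 1536 wells, 200 cells/uL seeded. Compounds: 23 nL, 24 h, 37 °C. Detection: luciferase reagent, luminescence at 12 min RT; decreased signal taken as cytotoxic.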
PLK1 PBD inh – PLK1 (human) polo-box domain binding inhibition | AID 720504 | Plk1 PBD binding of FITC phosphopeptide, fluorescence polarization | Potency, µM, for inactives: max response, negative = inhibition, usual class: inhibitors | 2.8% of 360,000 active | P53350; further: potency means the concentration at half of the fitted maximal effect; series mostly up to about 57 µM; on the % scale 0 is the no-effect control and ±100 the full control effect; nearly all actives have a fitted effect of over 65% in size
EPAC1 agonist – EPAC1 (human) agonism; EPAC1 agonist qHTS, biochemical assay; response scale: 100% = response to 6.5 mM cAMP; O95398; 0.073% of 360,000 active; Potency, µM (doses to about 154 µM), for inactives: at the top dose activation, actives largely listed as activators; further: potency means the concentration at half of the fitted maximal effect; nearly all actives have a fitted effect of over 60% in size
Target sequence (O95398 whole entry, looked up): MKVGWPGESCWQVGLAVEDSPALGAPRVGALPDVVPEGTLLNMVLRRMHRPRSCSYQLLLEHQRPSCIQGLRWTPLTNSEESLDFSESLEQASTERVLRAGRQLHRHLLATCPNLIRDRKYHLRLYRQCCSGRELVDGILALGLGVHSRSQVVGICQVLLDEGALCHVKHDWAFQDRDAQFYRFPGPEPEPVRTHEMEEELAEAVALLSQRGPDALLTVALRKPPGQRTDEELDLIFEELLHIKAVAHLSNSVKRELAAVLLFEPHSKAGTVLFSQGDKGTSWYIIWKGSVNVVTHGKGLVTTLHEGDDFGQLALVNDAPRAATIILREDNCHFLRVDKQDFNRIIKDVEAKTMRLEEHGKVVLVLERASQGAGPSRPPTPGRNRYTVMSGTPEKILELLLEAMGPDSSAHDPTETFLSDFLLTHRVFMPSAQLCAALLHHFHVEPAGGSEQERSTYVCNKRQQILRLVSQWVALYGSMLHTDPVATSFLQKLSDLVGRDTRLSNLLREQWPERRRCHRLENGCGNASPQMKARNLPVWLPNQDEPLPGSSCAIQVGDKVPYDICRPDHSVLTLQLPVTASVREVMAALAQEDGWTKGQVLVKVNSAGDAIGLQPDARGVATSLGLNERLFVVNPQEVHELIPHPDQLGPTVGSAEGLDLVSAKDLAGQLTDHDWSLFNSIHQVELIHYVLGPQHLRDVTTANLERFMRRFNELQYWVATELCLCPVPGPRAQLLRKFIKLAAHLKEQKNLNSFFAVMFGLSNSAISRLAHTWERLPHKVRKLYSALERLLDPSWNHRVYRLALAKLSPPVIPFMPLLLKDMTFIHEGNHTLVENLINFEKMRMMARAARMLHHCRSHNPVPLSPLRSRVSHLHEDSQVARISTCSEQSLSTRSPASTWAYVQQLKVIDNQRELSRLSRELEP
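Fluorescent GDP-exchange assay: 100 nM EPAC1 with 250 nM Rap1B preloaded with BODIPY-GDP and 50 uM GDP; compounds tested as concentration series, 5 min at room temperature, then read every 5 min for 30 min (ex 480/em 540 nm); normalized to 6.5 mM cAMP.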
PI5P4Ka inh – PI5P4K alpha (human) kinase inhibition; P48426; AID 652105; 1.2% of 330,000 active; PI5P4Kalpha enzyme, ADP-Glo luminescence, 60 min; hits give low values; max response, %; active means max response of -50% or lower; inconclusive means between -30% and -50%; inactive means -30% or higher; further: value at the top dose of about 77 µM; on the % scale 0 is the no-effect control and ±100 the full control effect
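ADP-Glo luminescence end-point read after a 60 min room-temperature kinase reaction of PI5P4Kalpha plus substrate, initiated with ATP at 5 microM final. Buffer: 0.038 M HEPES pH 7.4, EGTA, 0.1% CHAPS, 5% DMSO.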
GLP1R ag – GLP-1 receptor (human) agonism. HEK293 GLP-1R CRE-luciferase, luminescence, 4-6 h; cells express a hypersensitive GLP-1R form. P43220. 0.007% of 380,000 active. Potency, µM (highest dose often 45.6 µM), for inactives: top-dose activation, hits mostly activators. AID 624172; further: potency means the concentration at half of the fitted maximal effect; % of control where 0% means no effect
IL-2 act – IL-2 activation; IL-2 activation reporter assay, cell-based qHTS; stimulated with anti-CD3/CD4/CD28 beads; in transgenic mouse T cells; activation, % (series mostly up to about 46 µM); 0.065% of 360,000 active; in the data active means activation above about 50%; inconclusive means mostly about 30% to 49%; further: 0% is about no effect
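Unstimulated transgenic mouse T cells; 60-min compound exposure; bead-based TCR/CD4/CD28 stimulation; 18 h culture, 37 degrees C; dual fluorescence (EGFP, DsRed) plate cytometry.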
GLP1R inv ag – GLP-1 receptor (human) inverse agonism; P43220; HEK293 GLP-1R CRE-luciferase, luminescence, 24 h; GLP-1R form is constitutively active; Potency, µM (titrated, usually from 38.3 µM), for the others: top-dose activity change, negative = inhibition, actives largely listed as inhibitors; 1.6% of 410,000 active; AID 624417; further: potency means the concentration at half of the fitted maximal effect; on the % scale 0 is the no-effect control and ±100 the full control effect; nearly all actives have a fitted effect of over 55% in size
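GLP-1R inverse agonism mode: basal reporter luminescence in engineered HEK293 cells measured after one day of compound exposure at 37 deg C, with a 12 min room-temperature detection step.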
EPAC1 antag – blocks human EPAC1 exchange factor. O95398. EPAC1 GEF assay, Rap1b-BODIPY-GDP exchange fluorescence. Potency, µM (doses to about 115 µM), inactives show at the highest dose activity change, negative = inhibition, most hits filed as inhibitors. 0.14% of 360,000 active. AID 720709;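 further: potency means the concentration at half of the fitted maximal effect; plate controls were vehicle for no effect and positive control for full effect; nearly all actives have a fitted effect of over 50% in size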
* = called active by the depositor; i = inactive; ? = inconclusive; · = no result given; [ ] = remark or other dose. Unless noted, the call rests on the fitted dose curve; in most records, active means well fitted curve in the direction sought with a large enough effect; inconclusive means small, poorly fitted or top-dose-only effect, or another doubt; inactive means no such curve, though single readings can be large; an effect the other way counts as inactive or inconclusive. Some of the compounds tested (hit frequency here may not be typical).

canonical_smiles	PTHR1 agonist	GLP1R cytotox	PLK1 PBD inh	EPAC1 agonist	PI5P4Ka inh	GLP1R ag	IL-2 act	GLP1R inv ag	EPAC1 antag
O=C(Nc1cccc(Cc2ccccc2)c1)Nc1ccc2nc([C@@H]3O[C@H](CO)[C@@H](O)[C@H](O)[C@H]3O)[nH]c2c1	-14.6%	3.7%	-5.8%	-4.2%	-2.1	-3.1%	-0.5	4.0%	-37.2%
COc1ccc(NC(=O)C2C(c3ccc4c(c3)OCO4)=Nc3ccccc3N2C(C)=O)cc1 (stereo not drawn)	-36.5%[inhibitor]	-8.0%	-15.1%	9.1%	-6.7	·	-0.6	19.0%	-6.3%
Cc1cc(C)cc(NC(=O)N2CCC(NC(=O)c3ccc(F)cc3)CC2)c1	-12.1%	-11.5%	2.2%	-1.0%	7.5	-2.2%	3.5	2.4%	13.7%
COc1ccc(C(=O)NC2CCCc3c2cnn3-c2cc(F)cc(F)c2)c(OC)c1OC (stereo not drawn)	i	-18.4%	-0.7%	-6.0%	29.3	13.6%	-2.2	?	-6.0%
Cc1cc(C)nc(NS(=O)(=O)c2ccc(NC(=O)COc3ccccc3F)cc2)n1	i	-7.8%	-2.3%	6.4%	0.6	0.7%	3.8	15.9%	0.2%
N=c1n(CC(=O)O)c2ccccc2n1Cc1ccccc1Cl	6.6%	-6.8%	-5.8%	-4.0%	-2.9	7.4%	-1.9	-0.9%	-10.4%
CCCCn1c(N)c(N(CCOC)C(=O)c2cccc(S(=O)(=O)N3CCCCCC3)c2)c(=O)[nH]c1=O	-23.5%	5.0%	1.7%	-2.7%	-6.2	-8.7%	-0.2	12.1%	3.0%
COc1cccc(NC(=O)c2cccc(C)c2[N+](=O)[O-])c1	i	-7.3%	-3.7%	3.7%	-2.5	16.2%	-1.0	1.5%	3.9%
CCOc1ccccc1/C=N/Nc1nc(C)cc(=O)[nH]1	i	4.2%	-12.9%	-11.5%	3.0	-5.9%	0.3	4.5%	-22.1%
Cc1ccc(NC(=O)COC(=O)c2ccc3c(c2)OCO3)c(C)c1	-21.6%	22.4%	-5.2%	-8.8%	1.4	-3.1%	-0.7	9.0%	-5.8%
CCCCn1nc2cc(C(=O)NCC34CC5CC(CC(C5)C3)C4)ccc2c1OC	-31.2%[inhibitor]	-4.4%	2.4%	7.4%	-0.5	12.9%	-0.4	?	-1.9%
CCOC(=O)c1c([N+](=O)[O-])c(C)[nH]c(=O)c1C#N	i	-7.7%	-13.6%	12.7%	-1.5	3.6%	-0.5	-1.3%	3.8%
O=C(COC(=O)c1ccc(NS(=O)(=O)c2cccs2)cc1O)NC1CCCCC1	-10.9%	-10.8%	-4.5%	7.5%	-22.9	15.7%	-3.2	36.2%	-10.5%
O=C(NNS(=O)(=O)c1ccc(C(=O)NC2CCCC2)cc1)c1ccncc1	i	-0.3%	?	14.5%	-11.9	5.7%	-0.3	19.7%	10.2%
Cc1ccc(Cl)c(OC(=O)C2CSC3(C)CCC(=O)N23)c1 (stereo not drawn)	-14.8%	11.6%	-3.5%	-0.7%	6.6	-14.6%	-3.1	5.2%	-5.5%
CC(C)n1nnnc1C1c2ccccc2C(=O)N1CCc1c[nH]c2ccccc12 (stereo not drawn)	-2.3%	-11.0%	-4.8%	-6.0%	0.4	7.0%	0.0	-0.6%	-3.4%
COc1ccc(C2/C(=C(/O)c3ccc(C)cc3)C(=O)C(=O)N2CCCN2CCOCC2)cc1 (stereo not drawn)	i	-3.5%	0.0%	5.9%	-0.1	-2.3%	0.5	16.5%	0.5%
COc1ccccc1CN1CC(C(=O)NCCc2ccccc2Cl)CCC1=O (stereo not drawn)	i	-8.0%	3.4%	-4.8%	3.3	-0.3%	-0.8	18.2%	-26.9%
Cc1ccc(S(=O)(=O)NC(=O)C2(C)CCN2C(=O)CCc2ccc(Cl)cc2Cl)cc1 (stereo not drawn)	i	0.5%	-11.3%	8.1%	1.6	-2.9%	0.5	-5.1%	-2.7%
CC(=O)Nc1c(C(=O)O)ccc(C)c1OCc1ccccc1	-0.4%	1.3%	4.7%	0.0%	-3.1	-1.2%	1.0	-4.6%	-4.2%
CCOC(=O)C(Cc1ccccc1)(Cc1ccccc1)C(C)=O	i	17.9%	3.5%	-2.3%	1.9	0.9%	-4.5	?	-4.3%
Cc1cc(C)c(C#N)c(SCC2COc3ccccc3O2)n1 (stereo not drawn)	i	10.8%	0.3%	0.0%	18.9	12.4%	0.8	?	3.5%
O=C(O)CCCNS(=O)(=O)c1ccc(NCc2ccccc2)c(C(=O)O)c1	26.0%[57.5 µM]	-4.0%	-5.6%	-9.1%	-0.7	1.0%	-0.1	4.3%	-9.6%
CC(=O)c1cnc2cc(-c3ccc(Cl)cc3)nn2c1C	-0.6%	16.3%	-8.6%	8.1%	-14.2	-3.0%	-1.3	1.3%	-13.4%

Reformatted with values under each structure: entries from further up
Each structure is followed by: PTHR1 agonist, GLP1R cytotox, PLK1 PBD inh, EPAC1 agonist, PI5P4Ka inh, GLP1R ag, IL-2 act, GLP1R inv ag, EPAC1 antag
Cc1ccc(Cl)c(OC(=O)C2CSC3(C)CCC(=O)N23)c1 (stereo not drawn)
  -14.8%, 11.6%, -3.5%, -0.7%, 6.6, -14.6%, -3.1, 5.2%, -5.5%
CC(C)n1nnnc1C1c2ccccc2C(=O)N1CCc1c[nH]c2ccccc12 (stereo not drawn)
  -2.3%, -11.0%, -4.8%, -6.0%, 0.4, 7.0%, 0.0, -0.6%, -3.4%
COc1ccc(C2/C(=C(/O)c3ccc(C)cc3)C(=O)C(=O)N2CCCN2CCOCC2)cc1 (stereo not drawn)
  i, -3.5%, 0.0%, 5.9%, -0.1, -2.3%, 0.5, 16.5%, 0.5%
COc1ccccc1CN1CC(C(=O)NCCc2ccccc2Cl)CCC1=O (stereo not drawn)
  i, -8.0%, 3.4%, -4.8%, 3.3, -0.3%, -0.8, 18.2%, -26.9%

Part of the list above in another layout.
Cc1cc(C)cc(NC(=O)N2CCC(NC(=O)c3ccc(F)cc3)CC2)c1
  PTHR1 agonist = -12.1%
  GLP1R cytotox = -11.5%
  PLK1 PBD inh = 2.2%
  EPAC1 agonist = -1.0%
  PI5P4Ka inh = 7.5
  GLP1R ag = -2.2%
  IL-2 act = 3.5
  GLP1R inv ag = 2.4%
  EPAC1 antag = 13.7%

COc1ccc(C(=O)NC2CCCc3c2cnn3-c2cc(F)cc(F)c2)c(OC)c1OC (stereo not drawn)
  PTHR1 agonist = i
  GLP1R cytotox = -18.4%
  PLK1 PBD inh = -0.7%
  EPAC1 agonist = -6.0%
  PI5P4Ka inh = 29.3
  GLP1R ag = 13.6%
  IL-2 act = -2.2
  GLP1R inv ag = ?
  EPAC1 antag = -6.0%

Bioassay records from PubChem.
